# Assay outcomes as filed in PubChem BioAssay.
# 12-LOX inh = ALOX12 (human) lipoxygenase inhibition; P18054; purified 12hLO, xylenol orange hydroperoxide absorbance; Potency, µM (top dose mostly 108 µM), inactives show at the highest dose activity change, negative = inhibition, hits mostly inhibitors; 1.1% of 580,000 active; AID 1671190; active = well fitted inhibition curve with a large enough effect; inconclusive = small, poorly fitted or top-dose-only effect, or another doubt; inactive = no such curve, though single readings can be large or run the other way
# Target sequence (P18054 whole entry, looked up): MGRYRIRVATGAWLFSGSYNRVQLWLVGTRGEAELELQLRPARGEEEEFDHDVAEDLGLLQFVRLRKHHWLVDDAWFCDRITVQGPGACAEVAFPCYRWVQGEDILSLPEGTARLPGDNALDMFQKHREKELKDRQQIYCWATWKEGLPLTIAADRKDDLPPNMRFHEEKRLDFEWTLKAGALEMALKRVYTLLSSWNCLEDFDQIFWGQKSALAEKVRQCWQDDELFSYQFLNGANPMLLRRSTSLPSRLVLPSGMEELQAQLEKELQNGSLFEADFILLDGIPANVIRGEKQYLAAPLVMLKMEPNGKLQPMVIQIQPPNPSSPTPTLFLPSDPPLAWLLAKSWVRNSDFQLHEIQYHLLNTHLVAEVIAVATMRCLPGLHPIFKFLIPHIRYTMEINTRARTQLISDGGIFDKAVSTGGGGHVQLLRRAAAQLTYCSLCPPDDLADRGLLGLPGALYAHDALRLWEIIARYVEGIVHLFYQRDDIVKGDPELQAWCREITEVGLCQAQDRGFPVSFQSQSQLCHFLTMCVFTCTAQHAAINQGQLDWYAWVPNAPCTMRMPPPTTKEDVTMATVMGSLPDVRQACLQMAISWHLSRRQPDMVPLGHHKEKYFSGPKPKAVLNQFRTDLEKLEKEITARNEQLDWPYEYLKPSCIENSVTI
#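 Purified human 12hLO at 150 nM in 25 mM Hepes, 0.01% Triton X-100, pH 7.0, preincubated 15 min at room temperature with compound. Reaction started with 40 uM arachidonic acid, 30 min at room temperature. Hydroperoxide measured by Fe-xylenol orange, 573/405 nm absorbance ratio.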
# An asterisk follows results filed as active; ? = inconclusive; [ ] = another dose, or the depositor's remark. % is set by controls: 0 for no effect and ±100 for the full control effect; potency is the fitted concentration of half-maximal effect. Not all compounds are listed; the hit share may differ from the screen's.
12-LOX inh | SMILES
-9% | CCOc1cccc(COC(=O)c2cccc(S(=O)(=O)N3CCOCC3)c2)c1OC(F)F
-2% | Cc1nc(-c2ccc(F)cc2)n(CC(=O)Nc2cc(C(F)(F)F)ccc2Cl)c(=O)c1CCO
? | CN1CC(=O)N(c2ccc(Cl)cc2)Cc2c(NCCCc3ccccc3)ncnc21
-20% | CCOc1ccc(C(=O)NC2CCN(c3cc(-c4ccc(OC)cc4)[nH]n3)C2)cc1OCC (configuration not stated)
34%[activator] | CCOC1CCOC2(CCN(C(=O)c3ccn(CC)n3)CC2)C1 (configuration not stated)
-18% | CN(C)CCN1C(c2ccccc2)=CC(=C(C#N)C#N)C2=C1CCCC2
? | COc1cc(C(=O)Nc2c(NCc3ccccc3)c3ccccc3oc2=O)cc(OC)c1OC
8% | COCCn1cnnc1SCc1ccc(F)cc1Cl
-8% | O=C(NCc1ccc(Cl)c(Cl)c1)O[C@H]1CC[C@@]23CCCN2C(=O)CCC[C@H]3[C@H]1Cc1ccccc1
? | Cc1nc(-c2cccc(Cl)c2)n(CC(=O)Nc2cccc(C(C)C)c2)c(=O)c1CCO
? | O=C(c1ccccc1)N1CCCC(c2nn(-c3ccc(Cl)cc3)c(=O)[nH]2)C1 (configuration not stated)
6% | CSc1ccccc1C(=O)O
-5%[6.33 µM] | O=[S+]1([O-])NC2(CCN(Cc3c(F)cccc3Cl)C2)COc2ncccc21 (configuration not stated)
10%[176 µM] | Cn1cc(CN2C[C@H](C(=O)Nc3ccncn3)C[C@H]2c2cccc(C(F)(F)F)c2)cn1
? | CN(C)S(=O)(=O)N(CC(=O)N1CCN(c2ccccc2)CC1)c1ccc(F)cc1

# The results go on:
12-LOX inh | SMILES
8% | C=CCN1CCN(C(=O)c2ccc3c(c2)C(O)CCCCCN3CCOC)CC1 (configuration not stated)
37%[activator] | Cc1ccc(S(=O)(=O)N(C)C)cc1C(=O)OC(C)C(=O)c1ccccc1 (configuration not stated)
? | CC1CC(C)(C)C(CNC(=O)CCl)C1NC(=O)CCl (configuration not stated)
-14%[176 µM] | COc1ccc(CN2Cc3[nH]nc(-c4cccc(OC)c4)c3CC2=O)cc1
-26% | CSc1nc(Nc2ccccc2F)c(C#N)c(-c2ccccc2)n1
32% | O=C(NCc1ccccc1)c1ccc(C2SCCS2)cc1
-19% | COc1cc(/C=C/C(=O)c2ccc(Br)cc2)cc(OC)c1
24% | COc1cc(OC)cc(C(=O)N2CCCN(c3cc(-c4ccc(F)cc4)[nH]n3)CC2)c1
? | Cc1cc(SCC(=O)NC(=O)NCc2ccccc2)nc2ccccc12
-27% | Cc1nc(-c2cccc(N3CC(C(=O)Nc4cccc(C(F)(F)F)c4)CC3=O)c2)no1 (configuration not stated)
7.9µM* | CCN(CC)C(=S)SC/C(=N/Nc1ccc(Br)cc1)c1ccccc1
23% | CCCCN1CC(=O)N2[C@H](C[C@@]3(n4ccc5ccccc54)c4ccccc4N(S(=O)(=O)c4ccccc4)[C@@H]23)C1=O
16% | O=C(c1ccc(OC2CCN(C(=O)c3ccoc3)CC2)nc1)N1CCOCC1
0% | COCCn1c(=O)c2c(nc(-n3nc(C)cc3C)n2CCC(C)C)n(C)c1=O
-3% | CCCc1noc(-c2cn(C3CCN(C(=O)c4cc(F)ccc4F)CC3)nn2)n1

# (continued)
12-LOX inh | SMILES
-18% | CC(C)NC(=O)c1nnc2n1CCN(Cc1cccc3c1OCO3)C2
48%[activator] | CCOc1ncccc1CNC(=O)[C@H]1CNC[C@@H](C(=O)N2CCOCC2)C1
? | COC(=O)c1ccc(NC(=O)COC(=O)c2oc3ccccc3c2C)cc1
? | CCN(CC)c1ncnc2c1ncn2[C@@H]1O[C@@H](COP(=O)(O)OP(=O)(O)C(Br)(Br)P(=O)(O)O)[C@H](O)[C@H]1O
17% | CC(=O)c1[nH]c(C)c(C(=O)N[C@H]2[C@H]3CCO[C@H]3[C@@H]2N2CCCC2)c1C
? | Cc1[nH]c2ccc(F)cc2c1C(=O)CCl
37%[activator] | CC(C)c1noc(-c2cccn3c(CNC(=O)CCC4CCCC4)nnc23)n1
1% | COc1ccc(CN(C(=O)c2ccc(C#N)cc2)C2CC2)cc1
-1% | CN(CC(=O)NC1(C)CCS(=O)(=O)C1)Cc1ccc(Cl)c(Cl)c1 (configuration not stated)
16% | CSc1cccc(Sc2cc(C(=O)NC3CCCC3)c3ccccc3n2)c1
? | COC(=O)CSc1nc2c(c(-c3cccs3)c1C#N)CCCC2
? | Cc1c(C(=O)O)nnn1-c1cccc(Br)c1
18% | O=C(Nc1ccc(F)cc1)N1CC(c2nnc(-c3ccncc3)o2)C2(CCOCC2)C1 (configuration not stated)
31% | COc1ccccc1NC(=O)C(C)N(C)Cc1ccccc1N1CCCCC1 (configuration not stated)
51% | CCn1c(SCC(=O)Nc2cccc3ccccc23)nc2nc3c(cc2c1=O)COC(C)(C)C3

# (next part)
12-LOX inh | SMILES
28µM* | CCc1ccc(-c2c(C)sc(N)c2C#N)cc1
56%[activator] | CCNC(=O)N(C)Cc1nc(-c2ccc(C)cc2)no1
10% | CCOC(=O)C1(Cc2ccc(Cl)cc2)CCN(C(=O)CC2=CCCCC2)CC1
28% | O=C(c1ccccn1)N1CCC(Cc2nc(-c3ccccc3)n[nH]2)C1 (configuration not stated)
63%[activator] | COc1ccc(CCC(=O)N2[C@@H]3CC[C@H]2CC(NC(=O)c2ccncc2)C3)cc1 (some centres not stated)
101%[activator][176 µM] | c1ccc(CN2Cc3[nH]cnc3C[C@H]2c2nc(-c3ccccn3)no2)cc1
9% | O=C(NCCCO)C1CC(=O)N(c2n[nH]c3cc(Br)ccc23)C1 (configuration not stated)
? | O=C(Nc1ccccc1)Nc1ccc([C@H]2OCC(=O)N(Cc3ccccc3)[C@@H]2CO)cc1
49%[activator] | OC1CCOC2(CCN(Cc3cccnc3)CC2)C1 (configuration not stated)
24% | O=C(NCc1ccc(F)cc1)N1CCC2(CC1)CC(OCC1CC1)CCO2 (configuration not stated)
? | Cc1cc(C(C)(C)C)ccc1OCC(O)Cn1nc(-c2cccs2)oc1=O (configuration not stated)
-5% | Cc1cnc(C(=O)N[C@@H]2CCC[C@@H]2C(=O)N2CCN(c3cccc(Cl)c3)CC2)cn1
16% | CCC(=O)N1CCC(Oc2ccc(C(=O)N3CCOCC3)cn2)CC1
2% | CCOC(=O)c1oc2cc(OC)ccc2c(=O)c1-c1ccc(Br)cc1
? | COc1ccc(Nc2cc(C)nc(Nc3ccc(NC(=O)CC(C)C)cc3)n2)cc1

# Next results
12-LOX inh | SMILES
-17% | COc1cc(C#N)ccc1OC(C(=O)NC1CC1)c1ccc(F)cc1 (configuration not stated)
? | O=C(Nc1ccc2cc[nH]c2c1)C(=O)N1CCCC1
73%[activator] | O=C(N[C@@H]1CCOC[C@H]1OCc1cscn1)c1ccc(Cl)s1
17% | COCCN1C(=O)Cc2ccccc2C1C(=O)NCc1cc(F)ccc1F (configuration not stated)
19% | Cc1cc(C(=O)OC(C)C(=O)NC(N)=O)c2ccccc2n1 (configuration not stated)
? | Cc1cc(C)c(C)c(S(=O)(=O)NC2CCN(c3ccc(=O)n(CC4CC4)n3)CC2)c1C
-31% | Nc1cc(=O)[nH]c(SCc2cccc(Br)c2)n1
4% | COc1ccc(-c2noc(-c3cccn3CC(=O)Nc3cccc(Cl)c3C)n2)cc1F
7% | COc1ccc(N2C(=O)C3(CCCCC3)C2C(=O)NCCCN2CCCCC2)cc1 (configuration not stated)
-27% | CCOc1ccc(NC(=O)/C(C#N)=C/c2c[nH]c3ccccc23)cc1
7% | c1coc(-c2ccnc3nc(-c4cccs4)nn23)c1
2% | O=[N+]([O-])c1cccc(C#Cc2ccccc2)c1
37%[activator] | O=C(CCc1ncc(-c2c(F)cccc2F)o1)N1CCN(S(=O)(=O)c2ccccc2Cl)CC1
-7% | COc1ccc(-c2ccc3c(c2)C(=O)N2CC[C@H](NC(=O)CSC)[C@H]2C(=O)N3)c(OC)c1
-64% | CCc1ccc(CCC(=O)NCC2CCCO2)cc1 (configuration not stated)

# (list continues)
12-LOX inh | SMILES
5% | Cn1cnc(S(=O)(=O)N2CCC3(CC2)CC(CC(=O)NC2CC2)CCO3)c1 (configuration not stated)
0% | CC(C)CC(=O)Nc1ccc(OCc2cc(=O)n3ccsc3n2)cc1
10% | O=C(CC[C@H]1NC(=O)c2ccccc2NC1=O)Nc1nnc(C2CC2)s1
4%[12.5 µM] | O=C(c1ccccc1)N1CC2(CCCCN2CC2CC2)Cc2ccccc21 (configuration not stated)
10µM* | COc1ccccc1Nc1nc(-c2ccc3c(c2)CCC(=O)N3)cs1
39%[activator][176 µM] | COc1ccc(CN[C@@H]2CCC[C@@H](C(=O)NCc3cc(C)on3)CC(=O)N(C)C2)cc1
-42% | Cc1ccc2[nH]cc(CCNC(=O)c3cccc4ccccc34)c2c1
-46% | C=C(C)Cn1c(NCCCCCC)nc2c1c(=O)[nH]c(=O)n2C
-1% | CCCCn1nc(C(=O)N(Cc2ccc3c(c2)OCO3)C2CCCC2)c2ccccc2c1=O
-17% | Cc1c(Cl)cccc1NC(=O)Cn1ccn2nc3c(c2c1=O)CCCC3
18% | COc1ccccc1C(=O)NC1CCN(c2ccc(C)cc2)C1=O (configuration not stated)
-23% | CCCn1c(-n2nc(C)cc2C)nc2c1c(=O)n(CCN1CCOCC1)c(=O)n2C
-20% | CC(=O)Nc1ccc(I)cc1C
28% | C=CCc1cc(-c2c(-c3ccccc3)ncn2CCOCCO)cc(OC)c1O
2% | CNC(=O)[C@@H]1CN(C(=O)c2cccnc2C)C[C@H]1COC

# Reformatted: four of the compounds above
O=C(N[C@@H]1CCOC[C@H]1OCc1cscn1)c1ccc(Cl)s1
  12-LOX inh: 73%[activator]
COCCN1C(=O)Cc2ccccc2C1C(=O)NCc1cc(F)ccc1F (configuration not stated)
  12-LOX inh: 17%
Cc1cc(C(=O)OC(C)C(=O)NC(N)=O)c2ccccc2n1 (configuration not stated)
  12-LOX inh: 19%
Cc1cc(C)c(C)c(S(=O)(=O)NC2CCN(c3ccc(=O)n(CC4CC4)n3)CC2)c1C
  12-LOX inh: ?

# The listing continues:
12-LOX inh | SMILES
? | COc1ccc(OC)c(CNS(=O)(=O)c2ccccc2Br)c1
25% | O=C(Nc1ccccc1N1CCOCC1)c1cncc(Br)c1
7% | O=C(NC(Cc1ccccc1)C(=O)Nc1ccc2c(c1)CCC2)c1ccco1 (configuration not stated)
? | O=S(=O)(Nc1cccc(C#Cc2cccs2)c1)c1cccs1
? | O=C(CSCc1c(Cl)cccc1Cl)NCc1ccc2c(c1)OCO2
11% | CC1(C)N=C(c2ccccc2)C(=O)N1CC(=O)N1CCN(c2ccccc2F)CC1
-7%[57.4 µM] | COC(=O)c1c(Cl)c(Cl)c(C(=O)OC)c(Cl)c1Cl
? | Cc1cnc2c(S(=O)(=O)N(C)C3CCCCCC3)cccc2c1
-6% | Cc1cc(C(=O)NC2CCS(=O)(=O)C2)c2ccc(F)cc2n1 (configuration not stated)
-39% | COC(=O)[C@]12CCCCC=C1N(Cc1ccc(Cl)cc1Cl)C(=O)[C@H](CC(=O)N1CCC(c3ccccc3)CC1)C2
-18% | Nc1nc(N2CCCCC2)nc2c1C(C(=O)Nc1ccc(Cl)cc1)CC(=O)N2 (configuration not stated)
-9%[176 µM] | CCNC(=O)[C@@H]1CCCN1[C@@H](C(=O)NC)C1CC1
-24% | COc1cc(C#N)ccc1OCc1csc(-c2ccccc2)n1
-10% | CSCc1ccc(C(=O)Nc2ccc(C(F)(F)F)cc2)cc1
-9% | COc1ccc(NC(=O)Cn2ccn3nc(-c4ccc(F)cc4)c(CO)c3c2=O)cc1OC

# (cont.)
12-LOX inh | SMILES
5% | CC(=O)Nc1ccc(C2C(C#N)=C(N)OC3=C2C(=O)CC(C)(C)C3)cc1 (configuration not stated)
5%[176 µM] | COC1CCN(c2cc(-c3ccsc3)nc3c(C)noc23)CC1
73%[activator] | CCOc1ccccc1C(=O)N[C@@H]1CN(Cc2ccncc2)C[C@H]1CN(C)C
? | O=C(Nc1c(NC2CCCC2)c2ccccc2oc1=O)c1ccc(Cl)cc1
? | Cc1nonc1CN1CCN(C(C(=O)O)c2c[nH]c3ccccc23)CC1 (configuration not stated)
17% | COc1ccc(NS(=O)(=O)c2ccc3c(c2)OCCCO3)cn1
9% | COC(=O)[C@]12C[C@H](CC(=O)NCCCN3CCCC3=O)C(=O)N(Cc3ccccc3)C1=C[C@H](C(C)C)O[C@@H]2C1CC1
14% | O=C(NCc1ccccn1)c1ccc(F)cc1
? | N#Cc1ccc(S(=O)(=O)N2CCC(C(=O)Nc3nc4c(s3)CCC4)CC2)cc1
0% | Cc1nc(-c2cccc(N3CC(C(=O)NC4CCCCC4)CC3=O)c2)no1 (configuration not stated)
-6% | Cc1ccc(C)c(Cn2c(N3CCN(Cc4ccccc4C)CC3)nc3c2c(=O)[nH]c(=O)n3C)c1
6% | Cc1cc2c(nc1C)CCCN2S(=O)(=O)c1ccc(C(F)(F)F)cc1
? | O=C1CC(=O)CC(c2cccc(Cl)c2)C1
? | CCc1c(C(=O)Nc2ccc(F)cc2C)cnn1-c1ccc(OC)nn1
21% | CC(NC(=O)c1cc2ccccc2[nH]1)c1ccccc1 (configuration not stated)
-1% | CCc1ccc(C(=O)Nc2ccc3c(N4CCOCC4)ncnc3c2)cc1
-4%[176 µM] | COC[C@H]1C[C@@H](NCC(C)C)[C@H](O)[C@@H]1O
? | COc1ccc(-c2cc(=O)oc3cc4occ(-c5ccc(F)cc5)c4cc23)cc1

# Among those listed so far, seven have a thiophene ring, fused or not:
12-LOX inh | SMILES
? | COC(=O)CSc1nc2c(c(-c3cccs3)c1C#N)CCCC2
28µM* | CCc1ccc(-c2c(C)sc(N)c2C#N)cc1
? | Cc1cc(C(C)(C)C)ccc1OCC(O)Cn1nc(-c2cccs2)oc1=O (configuration not stated)
73%[activator] | O=C(N[C@@H]1CCOC[C@H]1OCc1cscn1)c1ccc(Cl)s1
7% | c1coc(-c2ccnc3nc(-c4cccs4)nn23)c1
? | O=S(=O)(Nc1cccc(C#Cc2cccs2)c1)c1cccs1
5%[176 µM] | COC1CCN(c2cc(-c3ccsc3)nc3c(C)noc23)CC1
